Mtb UGM inh: inhibitors of M. tuberculosis UDP-galactopyranose mutase. inhibition, % at 10 µM. P9WIQ1. purified UGM, fluorescence polarization probe displacement. actives 0.06% (n = 320,000); in the data active = inhibition above about 10%, passing the limit was not always enough; inconclusive = no clear call, values can overlap the other calls
Target sequence (P9WIQ1 whole entry, looked up): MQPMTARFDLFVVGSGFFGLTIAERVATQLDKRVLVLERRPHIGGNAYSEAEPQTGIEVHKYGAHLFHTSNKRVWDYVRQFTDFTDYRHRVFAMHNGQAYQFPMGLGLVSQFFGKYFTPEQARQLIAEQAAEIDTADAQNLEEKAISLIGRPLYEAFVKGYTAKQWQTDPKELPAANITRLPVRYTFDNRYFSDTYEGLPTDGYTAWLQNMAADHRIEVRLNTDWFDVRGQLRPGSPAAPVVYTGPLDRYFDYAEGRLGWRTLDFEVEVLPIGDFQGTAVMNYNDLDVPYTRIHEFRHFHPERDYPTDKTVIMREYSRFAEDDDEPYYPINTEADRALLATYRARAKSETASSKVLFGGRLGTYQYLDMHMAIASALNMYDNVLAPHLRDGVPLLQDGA
Mtb FBA inh: inhibits M. tuberculosis FBA enzyme. P9WQA3. purified M. tuberculosis FBA, fluorescence read-out. inhibition, % at 1 µM. actives 2.3% (n = 360,000); in the data active = inhibition above about 27%;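 note: 0% = vehicle and 100% = reference inhibitor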
Target sequence (P9WQA3 whole entry, looked up): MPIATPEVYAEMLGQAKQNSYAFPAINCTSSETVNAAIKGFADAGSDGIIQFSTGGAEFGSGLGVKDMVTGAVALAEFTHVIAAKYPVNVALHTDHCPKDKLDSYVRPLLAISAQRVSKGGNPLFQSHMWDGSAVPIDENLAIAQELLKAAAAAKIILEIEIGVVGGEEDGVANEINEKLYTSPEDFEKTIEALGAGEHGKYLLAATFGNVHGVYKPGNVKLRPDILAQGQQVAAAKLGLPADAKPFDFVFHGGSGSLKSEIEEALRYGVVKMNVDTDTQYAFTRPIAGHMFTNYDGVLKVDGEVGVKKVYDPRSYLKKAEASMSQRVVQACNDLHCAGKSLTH
BioA inh: BioA (M. tuberculosis) enzyme inhibition | purified M. tuberculosis BioA enzyme, plate reader | inhibition, % at 9.99 µM | actives 0.096% (n = 360,000); in the data active = inhibition above about 40%; inconclusive = no clear call, values can overlap the other calls
GDH-TPI inh: inhibits GDH-TPI coupling enzymes, artifact for Mtb FBA screen | GDH-TPI coupled enzyme counterscreen, NADH absorbance | inhibition, % at 4.8 µM | actives 1.2% (n = 360,000) | AID 588335;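 note: 0% = DMSO wells and 100% = wells lacking the enzyme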
CCHF vOTU inh: CCHFV vOTU protease inhibition. Pep-AMC fluorescence. inhibition, % at 11.5 µM. actives 0.55% (n = 370,000); note: 0% = vehicle wells with enzyme and 100% = no enzyme wells
FadD28 FP inh: inhibitors of Mycobacterium tuberculosis FadD28 bisubstrate binding; inhibition, % at 12.5 µM; actives 0.22% (n = 360,000); AID 588549; FadD28 bisubstrate probe binding, fluorescence polarization; in the data active = inhibition above about 8.5%, passing the limit was not always enough; inconclusive = no clear call, values can overlap the other calls
BoNT-F LC inh: inhibitors of Botulinum neurotoxin F light chain protease | Multiplex microsphere protease cleavage assay, flow cytometry | inhibition, % at 10 µM | actives 0.22% (n = 360,000) | AID 588497; in the data active = inhibition above about 35%, passing the limit was not always enough; inconclusive = no clear call, values can overlap the other calls; note: plate controls were buffer without enzyme for full effect and enzyme alone for no effect
PrPC TRFRET: cell surface PrPC inhibition, primary TR-FRET screen. P04156. inhibition, % at 13.8 µM. actives 0.43% (n = 370,000). TR-FRET read-out; in the data active = inhibition above about 24%; note: 0% = median of the test wells and 100% = reference compound wells
BoNT A protease: blocks Botulinum neurotoxin A light chain protease. multiplex microsphere protease substrate cleavage, flow cytometry. inhibition, % at 10 µM. actives 0.17% (n = 360,000). AID 588499; in the data active = inhibition above about 30%; inconclusive = no clear call, values can overlap the other calls; note: plate controls were buffer without enzyme for full effect and enzyme alone for no effect
Numbers without * were called inactive; ? = inconclusive; . = no result given; & = joins results of further samples. Cut-off read from the data, not from the text of the source, unless noted: active = inhibition above about 30%; inactive = the rest.

Order of values – Mtb UGM inh, Mtb FBA inh, BioA inh, GDH-TPI inh, CCHF vOTU inh, FadD28 FP inh, BoNT-F LC inh, PrPC TRFRET, BoNT A protease
CCOCCCNCc1ccc(OC)c(OC)c1
 : -3.3, 4, -0.4, 0, 0, 0.4, 7, 7, -1.3
O=C(NC12CC3CC(CC(C3)C1)C2)N1CCN(C2CCCCC2)CC1
 : 0.6, 1, ., -1, -12, 0.4, -7, -2, -0.5
CC(=O)c1ccc(N2CCC(C(=O)O)CC2)cc1
 : 0.8, 4, 1.0, 14, 14, -2.3, 2, 7, -0.5
CCC(=O)N1CCN(c2ccc(NC(=O)COc3ccccc3Cl)cc2)CC1
 : -0.8, 1, -1.5, 3, -1, -2.0, -6, 5, -0.3
Cc1cc(Cl)ccc1OC(C)C(=O)NCCc1ccc2c(c1)OCCO2 (configuration not stated)
 : -2.8, 4, ., -6, 10, -3.9, 2, -3, -1.1
COc1ccc(CC(NC(C)=O)C(=O)NC2CCN(C(=O)c3ccncc3)CC2)cc1OC (configuration not stated)
 : 0.4, -6, -0.3, -1, 18, -3.8, -4, 8, 0.0
O=C(Cc1ccccc1)NCc1n[nH]c(=S)n1-c1ccc(Br)cc1
 : -1.6, 0, ., 7, -3, -0.7, -7, -16, -0.5
COc1ccc2nc(/C=N/NC(=O)CCNC(=O)OC(C)(C)C)ccc2c1
 : 2.8, 69*, ., 52*, -58, -2.3, ?, -14, -0.6
COc1ccc(S(=O)(=O)N2CCCOC2CNC(=O)C(=O)NCc2cccnc2)cc1 (configuration not stated)
 : -1.9, -4, 0.0, -11, 6, -1.2, -6, -1, 2.6
COCCN(C(=O)CCC(=O)Nc1ccccn1)C(C(=O)NC(C)C)c1ccc(Cl)cc1 (configuration not stated)
 : -0.2, 5, -3.5, 2, -2, -0.4, -10, -2, -2.5
C[n+]1ccc(/C=C/c2ccc(Br)cc2)cc1
 : -2.0, 4, 0.3, 22, 6, -0.1, -10, -27, 0.5
O=S(=O)(NC(=S)NC1CCCCC1)c1ccc(Br)cc1
 : 2.1, 2, 2.3, 0, 6, 0.1, -7, 0, -0.2
Nc1ccc(C(=O)Nc2ccc(Nc3ccncc3)cc2)cc1
 : 1.0, 2, 0.2, 24, 1, -3.2, ?, 0, -3.5
CC1CCCCC1NC(=O)CN1CCC(NC(=O)c2cccc(F)c2)CC1 (configuration not stated)
 : -2.1, 1, -1.5, 2, 2, 1.4, -8, -4, 1.5
CC(C)(C)[C@@H]1C=C(C(=O)O)[C@H](c2ccc(Cl)cc2)N1S(=O)(=O)c1ccccc1
 : ., 4, 0.5, 6, 18, -9.6, -10, 0, -0.6
Cc1oc(C(C)(C)C)cc1C(=O)NC1CCN(Cc2ccccc2)CC1
 : 1.1, -5, -0.3, 6, -8, -1.6, ., 2, .
CCOC(=O)CSc1nnc(Cn2nnc(-c3ccccc3)n2)n1CC
 : -0.5, 0, 5.0, 2, 5, 0.1, 3, 6, -0.7
COc1ccc(OC)c(NC(=O)Cn2c(CCC(=O)O)ccc2-c2cccs2)c1
 : 1.4, 0, 1.2, 7, 11, 0.8, -11, 1, 0.6
CC(C)N(C(=O)Cn1cc(SCC(=O)NCc2ccco2)c2ccccc21)C(C)C
 : 1.2, 0, 0.0, 7, 1, 0.0, -6, 10, -1.0
CCOc1ccc(NC(=O)CN(Cc2ccccc2)S(C)(=O)=O)cc1
 : -2.2, 1, -0.8, -11, -3, -4.7, -13, -2, -0.1
Cc1cc(F)ccc1-c1cc(C(=O)NCc2cccc(C(F)(F)F)c2)[nH]n1
 : ., -2, -0.9, 3, 12, -3.9, 1, -1, -0.3
CCCCOC(=O)c1ccc(-c2ccc(/C=N/NC(=S)NCC)o2)cc1
 : -0.5, 1, ., 8, -2, -1.8, 3, -2, ?
CCOC(=O)C1CCN(c2c(NCCC(C)C)c(=O)c2=O)CC1
 : -1.2, 2, 2.2, 5, 18, -0.5, -4, 3, -1.0
Cc1cccc(C)c1NC(=O)CC(NCCc1ccccc1)C(=O)O (configuration not stated)
 : 3.8, -5, -1.3, -4, 17, -4.5, 2, 12, 0.9
CNN/C(N=Cc1ccc([N+](=O)[O-])s1)=N\S(=O)(=O)c1cc(C)c(Cl)cc1SCc1ccccc1
 : ., -4, ., 5, 10, -4.7, 5, -13, 6.5
C=CCN(C(=O)c1ccccc1)C1CCS(=O)(=O)C1 (configuration not stated)
 : 4.2, 0, 0.0, -10, -5, -4.5, 2, 3, 0.8
CC1CCN(S(=O)(=O)c2cc3c4c(c2)CCN4C(=O)CC3)CC1
 : -1.5, 1, -1.7, -2, -7, 1.0, 11, 7, 2.5
CC(=O)Nc1ccc(NC(=O)C2CCN(C(=O)NC3CCCCC3)CC2)cc1
 : -2.2, -3, -0.8, 1, 12, -4.4, -1, -4, 0.2
Cc1ccc(NC(=O)/C=C\C(=O)O)c([N+](=O)[O-])c1
 : ., -3, ., 1, 3, -0.7, -2, -10, -0.4
CCOC(=O)C(C)Sc1ncnc2c1nnn2-c1ccc(F)cc1 (configuration not stated)
 : 1.7, 1, 0.7, 5, -6, -0.6, -3, 2, 0.8
CC(C)c1ccc(S(=O)(=O)c2ccc(NN)cc2)cc1
 : ., 0, ., -3, 1, -1.4, -1, 4, -0.1
Cn1c(=NC(=O)CSCC(=O)N2CCOCC2)sc2ccccc21
 : 2.6, 2, -0.1, -2, 16, 0.5, -8, -3, -0.3
Cc1nc(SCc2ccc(C#N)cc2)n[nH]1
 : -2.0, 1, -1.4, 1, 1, -4.3, -10, -1, 1.9
CCCCn1c(SCC(=O)Nc2cc(C)[nH]n2)nc2ccsc2c1=O
 : 0.2, 0, -2.3, -4, -2, -3.9, 2, 5, 4.8
CCCn1nnnc1SCC(=O)NCc1ccc2c(c1)OCO2
 : 0.4, -9, -0.7, -2, 2, -3.6, 6, 5, 0.4
COC(=O)CN1C(=O)[C@H]2[C@@H](c3ccc(C)o3)N3C(=O)CN(CC4CC4)C(=O)[C@@]3(C)[C@H]2C1=O
 : -1.2, 0, 0.5, 3, 4, -2.9, -4, -3, -0.6
COc1ccc(C2NS(=O)(=O)N=C2N)cc1 (configuration not stated)
 : -0.7, 0, ., 0, -5, -1.0, 2, 16, -1.0
CN(C)C(=O)CCSc1nnc(-c2ccncc2)o1
 : 1.4, 3, -0.4, -2, -2, -0.4, -5, 4, -1.0
COc1cccc2cc(CC(=O)c3cc(C)ccc3C)c(=O)oc12
 : 0.6, -2, 5.1, 3, -12, -2.3, -36, 0, -4.3
O=S1(=O)CC(N2CCC(Cc3ccccc3)CC2)CN1Cc1ccccc1 (configuration not stated)
 : ., -2, -0.7, ., 5, -4.3, -4, 8, 0.3
C[C@@H]1CN([C@@H](C)CO)C(=O)CCCn2nncc2CO[C@@H]1CN(C)C(=O)C1CCCCC1
 : ., 1, 0.6&-2.5, 2, -9, 1.1, -8, -7, -0.8
Cc1cc(C)n(-c2ccc(Cl)c(C(=O)OCC(N)=O)n2)n1
 : 1.4, 9, -0.6, 6, 0, 0.4, -6, 4, 0.2
Cc1ccc2c(c1)N(CC(=O)NCCCc1ccccc1)C(=O)c1cccnc1O2
 : 0.2, 2, 1.2, 5, 2, -1.6, -3, 8, -0.4
C=CCOC(=O)C1=C[C@@H](c2csc3ccccc23)C[C@@H](OCc2ccc(CO)cc2)O1
 : -2.3, 2, -1.7, 4, 0, -3.7, 0, 1, -0.5
CCC1=NN2C(=N)/C(=C\c3ccc(SCc4ccco4)o3)C(=O)N=C2S1
 : -4.3, -11, -7.0, 22, 7, 11*, 11, 1, -0.8
COc1ccc(C2SCCN2C(=S)Nc2ccc(F)cc2)cc1 (configuration not stated)
 : 0.3, 1, ., 1, -5, -3.0, -3, 0, -0.2
COc1cc(CNCCN2CCOCC2)ccc1OCc1ccc(Cl)cc1Cl
 : 0.3, -2, 2.2, -14, 0, -4.3, -10, -7, -0.3
Nc1ccc2oc(=O)c3ccccc3c2c1
 : -2.3, 2, -0.1, 12, 2, -0.5, -1, 1, 0.1
Cc1ccc(NC(=O)CSCC#N)cc1
 : -0.5, -2, -1.3, 11, -1, 0.4, -12, -6, ?
COc1ccc2nc(SC(C)C(=O)NC3(C#N)CCCCC3)[nH]c2c1 (configuration not stated)
 : -3.7, 0, 1.8, 4, 10, -0.9, -3, 1, 0.7
O=C(N/N=C/c1cccnc1)c1ccc2c(c1)OCCO2
 : -0.7, 1, 12, 2, 5, -2.6, 1, -4, -0.2
CC1(C)CCc2nc(SCc3ccccc3)c(C#N)cc2C1
 : -0.8, -1, 0.9, -5, -3, -4.5, -13, 0, 0.5
Cc1ccc(S(=O)(=O)N2CCCCC2)cc1NC(=O)COC(=O)Cc1cccc2ccccc12
 : 1.5, 0, ., 2, -10, -1.4, -10, 3, 0.5
Cc1ccc(NC(=O)c2ccc3c(c2)NC(=O)CS3)nc1
 : 1.7, 0, -1.9, 11, 15, -0.3, -2, -6, 2.1
CC(C)c1ccc2nc(SCC(=O)NCC3CCCO3)c(C#N)cc2c1 (configuration not stated)
 : -1.3, 1, -0.6, 0, 1, 0.4, -9, -4, -4.1
CSc1ccc(/C=C(\C#N)C(=O)NC2CCCCC2)cc1
 : -0.2, 0, ., 19, 10, 0.4, 0, 2, -0.4
C/C(CCC1CC(C)OC1=O)=N\NC(N)=S (configuration not stated)
 : -1.8, 2, -0.9, 12, 3, -0.4, 1, 13, 0.0
Cc1sc(NC(=O)c2ccccc2)c(C(=O)NC(C)C)c1C
 : -2.8, -1, ., 3, -5, -1.5, -9, -2, -1.1
C[C@H](c1ccccc1)N1C[C@H](COCc2ccccc2)Oc2cc(N3CCC[C@H]3CO)ccc2S1(=O)=O
 : ., ., ., ., 5, ., 10, 3, -1.5
COc1ccc(N2CCN(S(=O)(=O)c3ccc4oc(=O)ccc4c3)CC2)cc1
 : -1.1, 0, 0.2, 13, 11, -1.4, 10, 5, 1.3
CCN(Cc1nc2ccccc2c(=O)[nH]1)C(=O)c1cccc(S(=O)(=O)N2CCc3ccccc32)c1
 : -0.6, 1, 0.5, 10, 11, -0.6, 1, 1, -0.1
Cc1ccc(S(=O)(=O)CNC(=S)c2cccc(Cl)c2)cc1
 : 2.4, 2, 1.8, 4, 6, -1.4, -3, 6, -0.4
O=c1[nH][nH]cc1C=Nc1ccc(Cl)cc1
 : -2.5, -1, ., 7, -3, -5.0, -3, 5, -0.2

Structural class: those above with two or more sulfur atoms (7)
Order of values – Mtb UGM inh, Mtb FBA inh, BioA inh, GDH-TPI inh, CCHF vOTU inh, FadD28 FP inh, BoNT-F LC inh, PrPC TRFRET, BoNT A protease
O=S(=O)(NC(=S)NC1CCCCC1)c1ccc(Br)cc1
 : 2.1, 2, 2.3, 0, 6, 0.1, -7, 0, -0.2
CNN/C(N=Cc1ccc([N+](=O)[O-])s1)=N\S(=O)(=O)c1cc(C)c(Cl)cc1SCc1ccccc1
 : ., -4, ., 5, 10, -4.7, 5, -13, 6.5
Cn1c(=NC(=O)CSCC(=O)N2CCOCC2)sc2ccccc21
 : 2.6, 2, -0.1, -2, 16, 0.5, -8, -3, -0.3
CCCCn1c(SCC(=O)Nc2cc(C)[nH]n2)nc2ccsc2c1=O
 : 0.2, 0, -2.3, -4, -2, -3.9, 2, 5, 4.8
CCC1=NN2C(=N)/C(=C\c3ccc(SCc4ccco4)o3)C(=O)N=C2S1
 : -4.3, -11, -7.0, 22, 7, 11*, 11, 1, -0.8
COc1ccc(C2SCCN2C(=S)Nc2ccc(F)cc2)cc1 (configuration not stated)
 : 0.3, 1, ., 1, -5, -3.0, -3, 0, -0.2
Cc1ccc(S(=O)(=O)CNC(=S)c2cccc(Cl)c2)cc1
 : 2.4, 2, 1.8, 4, 6, -1.4, -3, 6, -0.4

Source: PubChem (several laboratories)
